Assay outcomes: PubChem, Southern Research Specialized Biocontainment Screening Center
influenza NS1A: H1N1 influenza NS1A inhibitors, functional cell based assay (AID 504329); NS1A functional cell-based assay, percent inhibition; higher % means a stronger effect; actives 0.3% (n = 340,000); inhibition, % at 12.5 µM, or IC50 in µM where a hit was titrated; in the data active = a potency from the dose series; inconclusive = inhibition above about 27% without an active follow-up result; also: strong numbers were not always called active
tuberculosis growth: growth inhibition of non-replicating M. tuberculosis (AID 488890); actives 0.39% (n = 320,000); Mycobacterium tuberculosis non-replicating, growth inhibition; higher % means a stronger effect; one-dose inhibition, % at 25 µM; IC50 in µM for titrated hits; in the data active = a potency from the dose series; inconclusive = inhibition mostly from about 82% at the one dose, without a potency; inactive = the rest, 99 in 100 with inhibition below about 76%;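 also: plate controls were DMSO cells for no effect and high antibiotic wells for full effect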
H37Rv inhibition: M. tuberculosis growth inhibition, HTS (AID 449762); M. tuberculosis H37Rv growth inhibition, 7H9 media; higher % means a stronger effect; inhibition, % at 25 µM, or IC50 in µM where a hit was titrated; actives 0.59% (n = 330,000); in the data active = a potency from the dose series; inconclusive = inhibition above about 70% without an active follow-up result;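 also: bacterial growth assessed after seven days of incubation; strong numbers were not always called active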
Salmonella PhoP GFP: PhoP regulon inhibitors, Salmonella typhi PhoP promoter GFP reporter, confirmatory (AID 1850); Salmonella Typhi PhoP-promoter GFP reporter, fluorescence, 4 h; higher % means a stronger effect; inhibition, % at 50 µM, or IC50 in µM where a hit was titrated; actives 0.33% (n = 310,000); in the data active = a potency from the dose series; inconclusive = inhibition mostly from about 25% at the one dose, without a potency; inactive = the rest, 99 in 100 with inhibition below about 19%;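 also: 0% = induced wells with vehicle and 100% = uninduced wells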
VEEV TC-83 Vero: inhibitors of VEEV TC-83 cytopathic effect, confirmation, Vero cells (AID 588727); Vero cells, VEEV TC-83 cytopathic effect inhibition; higher % means a stronger effect; inhibition, % at 20 µM, or IC50 in µM where a hit was titrated; actives 0.13% (n = 350,000); in the data active = a potency from the dose series; inconclusive = inhibition mostly from about 14% at the one dose, without a potency; inactive = the rest, 99 in 100 with inhibition below about 12%; also: strong numbers were not always called active
VEEV TC-83 Vero 10K pilot screen: further read-out of VEEV TC-83 Vero, marked with its call; inhibition, %; measured here: 10K pilot screen inhibition
The depositor's hits bear a star; i = inactive; u = inconclusive; x = no result given.

SMILES | influenza NS1A | tuberculosis growth | H37Rv inhibition | Salmonella PhoP GFP | VEEV TC-83 Vero | others
O=C(CCSc1ccccc1Cl)Nc1cccc([N+](=O)[O-])c1 | -4% | 53% | 4% | -10% | 3.5%
CCC(=O)N1CCc2cc(S(=O)(=O)CCC(=O)Nc3ccc(C(C)=O)cc3)ccc21 | 1% | -11% | 1% | 8% | 0.1%
COC(=O)c1ccc(COC(=O)c2ccccn2)cc1 | -1% | 7.1µM* | -3% | -2% | 0.1%
O=C(O)CSc1ncccn1 | 0% | 9% | 5% | 19% | 3.0%
O=C(NCc1ccccc1)c1ccc(NC(=O)C2CCCO2)cc1 (centres undefined) | -3% | -10% | -3% | -7% | 4.7%
Cc1ccccc1NC(=S)NCc1ccc(Cl)cc1 | 0% | 66% | 0% | -5% | 5.1%
C=CCNC(=O)c1ccc(C)cc1Cl | -3% | 4% | -22% | 0% | i
O=C(NNS(=O)(=O)c1ccccc1)c1ccc(O)cc1 | 1% | -8% | 6% | -5% | i
COc1ccc(N2CCN(S(=O)(=O)c3c(C)[nH]c(C)c3C(=O)N3CCCC3)CC2)cc1 | 7% | 7% | -5% | 1% | 5.5%
Cc1ccc(NC(=O)CS(=O)CC(=O)N(C(C)C(=O)NC2CCCCC2)C(C)(C)C)cc1 (centres undefined) | 0% | 13% | -5% | 6% | 0.4%
O=C(COC(=O)c1ccco1)Nc1ccc(Br)cc1 | -3% | 32% | -5% | -15% | 1.0%
Cn1c(N)c(C(=O)COC(=O)c2ccccc2C(F)(F)F)c(=O)n(C)c1=O | -14% | 13% | 3% | x | 1.8%
O=C(COC(=O)CCN1C(=O)C2CC=CCC2C1=O)NCCc1ccc(F)cc1 (centres undefined) | -6% | 18% | 8% | x | i
CCn1ccnc1CNC(=O)c1ccc2oc(C(C)C)nc2c1 | -4% | -4% | -15% | -3% | 0.8%
Cc1ccc2c(c1)C1(SCCS1)C(=O)N2 | -1% | -1% | 2% | -5% | 4.5%
Cc1ccc(CNC(=O)CCc2c(C)[nH]c(=O)c(C#N)c2C)cc1 | -6% | -5% | 6% | 0% | 0.7%
COc1ccc(OC)c(NC(=O)NCc2ccc(F)cc2)c1 | 0% | 17% | -3% | -13% | 2.6%
COc1ccc(N(C)C(=O)Cc2c(C(=O)O)[nH]c3ccccc23)cc1 | -1% | 2% | 3% | 3% | 0.7%
COC(=O)C1=C(C)N(c2cccc(Cl)c2)C(=O)C1 | 2% | 45% | 16% | -2% | 2.9%
COc1ccc(-c2noc(C3CCCN(S(=O)(=O)c4cccc(Cl)c4)C3)n2)cc1OC (centres undefined) | 2% | -8% | -7% | -10% | 9.6%
Cc1cc(C)nc(NS(=O)(=O)c2ccc(NC(=O)CN3C(=O)C4CC=CCC4C3=O)cc2)n1 (centres undefined) | -3% | -12% | -4% | 7% | 0.2%
O=S(=O)(c1cnc[nH]1)N1CCc2ccccc21 | 2% | -21% | -6% | 5% | 4.3% | VEEV TC-83 Vero 10K pilot screen=0.2
CCCCn1c(N)c(N(CCC(C)C)C(=O)C2=COCCO2)c(=O)[nH]c1=O | -1% | 21% | -10% | -6% | 2.9%
Cc1sc2ncnc(N3CCC(C(=O)NCC(=O)Nc4ccc(F)c(F)c4)CC3)c2c1C | -9% | 57% | 38µM* | -1% | 9.2%
O=C(NC1CCCC1)c1ccc(COCC(F)(F)C(F)F)o1 | 0% | 52% | 3% | 3% | 3.1%
CC(OC(=O)/C=C/c1ccc2ccccc2n1)C(=O)NCc1ccccc1 (centres undefined) | -3% | u | u | -2% | 6.9%
COC(=O)Cn1c(=O)n(CCc2ccccc2)c(=O)c2c3c(sc21)CCCC3 | 3% | 30% | 28% | 3% | 0.0%
C[C@H](NC(N)=O)C(=O)OCC(=O)NCc1cccs1 | 6% | 1% | 5% | -6% | i
O=S(=O)(Nc1cccc(-c2cn3cccnc3n2)c1)c1ccc(Cl)cc1 | 11% | 23% | 3% | 1% | 1.3% | VEEV TC-83 Vero 10K pilot screen=2.0
COc1cc(NC(=O)Cn2c(=O)n(CC3CCCO3)c(=O)c3cc(OC)c(OC)cc32)cc(OC)c1 (centres undefined) | -4% | 14% | -4% | x | 8.0%
Cc1c(NS(=O)(=O)c2ccc(Cl)c(C(=O)OC(C)C(=O)NCc3ccco3)c2)c(=O)n(-c2ccccc2)n1C (centres undefined) | -8% | 10% | 0% | 7% | 0.3%
C=CCN1C(=O)C2(C(C(=O)c3ccc(C)o3)=C(O)C(=O)N2CCCN2CCOCC2)c2ccccc21 (centres undefined) | -19% | 1% | 2% | -6% | 0.2%
CC(=O)OC[C@]1(OC(C)=O)C[C@@]23CC[C@H]4[C@@](C)(CCC[C@@]4(C)C(=O)O)[C@@H]2CC[C@@H]1C3 | -17% | 23% | 3% | 4% | i
CC(=O)Nc1ccc(S(=O)(=O)NCC(=O)OCc2cc(=O)oc3ccc4ccccc4c23)cc1 | -5% | -9% | 1% | -13% | 0.2%
Cc1csc(NC(=O)C2C3C=CC(C3)C2C(=O)O)n1 (centres undefined) | 4% | -2% | -5% | 1% | 1.2%
CCC(C)Sc1nc(O)cc(=O)[nH]1 (centres undefined) | 21% | 12% | -1% | -5% | i
CSCc1c(C(=O)NCCc2ccccn2)oc2ccccc12 | -9% | -4% | 9% | -2% | 1.7%
Cc1ccc(-n2c(SCC(=O)N3CC(=O)Nc4ccccc43)nc3ccccc3c2=O)cc1C | 5% | 64% | -2% | -16% | 9.6%
c1ccc(-c2csc(Nc3ccccn3)n2)cc1 | 0% | 31% | 18% | -5% | 5.9%
Cc1ccc(CN(C(=O)Cn2nnc3ccccc32)C(C(=O)NCc2ccco2)c2cccs2)cc1 (centres undefined) | 1% | 66% | 9% | -10% | 7.0%
CCOc1ccc(OCC(O)CN2CCN(S(=O)(=O)c3cccc(C(F)(F)F)c3)CC2)cc1 (centres undefined) | 1% | 7% | 7% | 9% | 2.8%
COc1ccccc1NC(=S)Nc1cccc(F)c1 | 2% | 45% | 5% | -5% | 1.2%
CCN1CCN(C(=O)NC2CC(=O)N(c3ccc(OC)cc3)C2)CC1 (centres undefined) | -9% | -12% | -13% | -2% | 0.1%
Cc1ccc(C(=O)c2cc(C)sc2NC(=O)CN2CCN(C(=O)c3ccco3)CC2)cc1 | 7% | 75% | 3.8µM* | -8% | 6.2%
CCN(CC)S(=O)(=O)c1ccc(N2CCOCC2)c(NC(=O)Cc2cccc3ccccc23)c1 | 2% | 15% | 1% | -8% | 6.0%
Cc1cc(=O)oc2ccc(OC(=O)CC(C)C)cc12 | -3% | -20% | u | -9% | 1.0%
C/C(CC(=O)Nc1cccc(Cl)c1)=N\NC(=O)Cc1ccc(Cl)cc1 | -8% | -4% | -1% | -13% | 5.2%
O=C(O)c1ccccc1NN=C1CCCCC1 | 3% | -7% | -6% | -3% | i
CN(CC(=O)N1CCCCCC1)S(=O)(=O)c1ccccc1 | -9% | -7% | 1% | -7% | 0.2%
CCN1CC=C2C(C#N)=C(N)C(C#N)(C#N)C(CCc3ccccc3)C2C1 (centres undefined) | 9% | 59% | -10% | 7% | 5.6%
CCOC(=O)C1=C(C)NC(C)=C(C(=O)OCC)C1C(=O)OCC(=O)N(C)C | -7% | -7% | 0% | -14% | i
CCN(CC)c1cc(NCCO)c([N+](=O)[O-])c2nonc12 | 5% | 9% | 4% | -4% | 0.9% | VEEV TC-83 Vero 10K pilot screen=0.2
Cc1ccc(N(CC(N)=O)C2SC(=O)N(C)C2=O)cc1 (centres undefined) | -1% | -6% | -12% | 0% | 5.6%
COCCOc1nc2c(c(=O)n(C)c(=O)n2C)n1Cc1cccc(OC)c1 | -6% | 5% | -3% | -16% | i
CN1CCN(S(=O)(=O)c2ccc3ccccc3c2)CC1 | 2% | -34% | -6% | 16% | 0.1%
CCN(CC)c1ccc(C2=NNC(=O)CC2C)cc1[N+](=O)[O-] (centres undefined) | 13% | 14% | -1% | 4% | 3.0%
Clc1ccc(Cl)c(OCCCCN2CCNCC2)c1 | -9% | 4% | 1% | 9% | i
CCCc1cc(CNC(=O)C2CCC(=O)N(Cc3ccccc3OC)C2)on1 (centres undefined) | -16% | 2% | -2% | 0% | 1.4%
CC(CCc1ccccc1)NC(=O)CSc1nnnn1C (centres undefined) | 0% | 5% | 2% | -10% | 1.0%
O=C(c1cccc(Cl)c1)N1CCC(=O)N(C(COCc2ccccc2)Cc2ccccc2)CC1 (centres undefined) | -1% | 7% | 2% | 0% | 0.2% | VEEV TC-83 Vero 10K pilot screen=4.0
(further entries)
SMILES | influenza NS1A | tuberculosis growth | H37Rv inhibition | Salmonella PhoP GFP | VEEV TC-83 Vero | others
Cc1ccc(OCC(O)Cn2c(N3CCCCC3)nc3c2c(=O)[nH]c(=O)n3C)cc1 (centres undefined) | -6% | -13% | -2% | 9% | 1.1%
O=C(COc1ccc(NC(=O)c2ccccc2[N+](=O)[O-])cc1)c1ccc(F)cc1 | 4% | -10% | 4% | 0% | 1.4%
COc1ccc(-n2c3c(cc(C(=O)NCC(=O)c4ccccc4)c2=O)C(=O)CC(C)(C)C3)cc1 | 1% | -3% | -6% | -1% | 0.1%
CC1C=CCC2C(=O)N(c3ccc(OC(=O)c4cccs4)cc3)C(=O)C12 (centres undefined) | 3% | 51% | 8% | -10% | i
Cc1ccc2c(C)nc(Nc3nc(CSc4nc5ccccc5s4)cc(=O)[nH]3)nc2c1 | -12% | x | x | x | 1.6%
COc1cccc(OCc2cc(C3Nc4ccccc4C(=O)N3Cc3ccco3)ccc2OC)c1 (centres undefined) | 5% | x | x | x | 7.6%
O=c1cc(-c2ccc(Cl)cc2)nc(N2CCN(c3ccccc3)CC2)[nH]1 | -2% | 21% | -10% | -4% | 0.1%
N#C/C(=N/Nc1ccc(S(=O)(=O)N2CCOCC2)cc1)C(N)=O | 5% | -3% | -1% | 1% | i
CC(=O)Nc1ccc(NC(=O)C(C)OC(=O)c2ccc(N(C)C)cc2)cc1 (centres undefined) | -1% | 34% | 9% | 8% | 1.8%
Cc1ccccc1NC(=O)CNc1ccccc1C(=O)NCc1ccco1 | -7% | 11% | -5% | -5% | 9.0%
C/C(=N\NC(=O)Cc1ccc(Cl)c(Cl)c1)c1cccnc1 | -5% | -3% | 1% | -7% | 6.5%
CCn1c(N)nc2ccccc21 | -17% | -2% | 0% | 4% | 5.1%
CCOC(=O)C1CCCN(Cc2ccc(OCC)cc2)C1 (centres undefined) | -12% | 6% | 13% | 22% | 0.8%
CN1CCN(CCNC(=O)Nc2ccc(Cl)cc2)CC1 | -8% | 1% | 2% | 5% | 0.4%
C=CCSC(CC)(CC)C(N)=O | -4% | -12% | -3% | 14% | 2.0%
NC(=O)c1ccccc1NC(=O)CCc1ccccc1 | -1% | -4% | -10% | -10% | 1.0%
Cn1c(N)c(C(=O)CSc2nc(C3CC3)n(-c3ccccc3)n2)c(=O)n(C)c1=O | -8% | 18% | 3% | x | 5.5%
CC(=O)N1N=C(c2ccco2)CC1c1cc2ccc(C)cc2nc1Cl (centres undefined) | -4% | -19% | 2% | 0% | 1.2%
O=C(c1cccs1)N1CCCC(c2nc3c(nnn3Cc3ccc(F)cc3)c(=O)[nH]2)C1 (centres undefined) | 1% | 9% | 5% | 2% | 2.5%
CCC(C)[C@H](NC(=O)N1CCn2c1nc1ccccc12)C(=O)NCc1ccc(OC)cc1 (some centres undefined) | 2% | 36% | 9% | -2% | 1.9%

In the list so far, these have a thiophene ring, fused or not:
SMILES | influenza NS1A | tuberculosis growth | H37Rv inhibition | Salmonella PhoP GFP | VEEV TC-83 Vero | others
Cc1sc2ncnc(N3CCC(C(=O)NCC(=O)Nc4ccc(F)c(F)c4)CC3)c2c1C | -9% | 57% | 38µM* | -1% | 9.2%
COC(=O)Cn1c(=O)n(CCc2ccccc2)c(=O)c2c3c(sc21)CCCC3 | 3% | 30% | 28% | 3% | 0.0%
C[C@H](NC(N)=O)C(=O)OCC(=O)NCc1cccs1 | 6% | 1% | 5% | -6% | i
Cc1ccc(CN(C(=O)Cn2nnc3ccccc32)C(C(=O)NCc2ccco2)c2cccs2)cc1 (centres undefined) | 1% | 66% | 9% | -10% | 7.0%
Cc1ccc(C(=O)c2cc(C)sc2NC(=O)CN2CCN(C(=O)c3ccco3)CC2)cc1 | 7% | 75% | 3.8µM* | -8% | 6.2%
CC1C=CCC2C(=O)N(c3ccc(OC(=O)c4cccs4)cc3)C(=O)C12 (centres undefined) | 3% | 51% | 8% | -10% | i
O=C(c1cccs1)N1CCCC(c2nc3c(nnn3Cc3ccc(F)cc3)c(=O)[nH]2)C1 (centres undefined) | 1% | 9% | 5% | 2% | 2.5%
